C2C12 statin: suppressors of statin myotoxicity in C2C12 myotubes, primary screen, cell-based, single point, plate reader. C2C12 myotubes + simvastatin, ATP luminescence, 48 h; scaled: DMSO 0, geranylgeraniol control 100. AID 602340, 2012. rescue of ATP level, % at 7.49 µM. hit rate 0.78% among 330,000;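 active = mean ATP rescue above about 67%, or every replicate alone reaching that limit, limit read from the data, passing the limit was not always enough; inconclusive = no clear call, values can overlap the other calls; inactive = mean under the limit and some replicate under it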;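 note: myotubes were challenged with 10 µM simvastatin during compound exposure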
PglD DTNB: C. jejuni PglD acetyltransferase inhibitors, primary screen, biochemical, DTNB colorimetric, single point; purified PglD enzyme, DTNB colorimetric CoA detection; inhibition, % at 12.5 µM; UDP-N-acetylbacillosamine N-acetyltransferase PglD (Campylobacter jejuni); hit rate 0.098% among 360,000; in the data active = inhibition above about 16%, passing the limit was not always enough; inconclusive = no clear call, values can overlap the other calls; note: strong numbers were not always called active
Active calls of the source: *; u = inconclusive.

Preview (2 entries):
SMILES	C2C12 statin	PglD DTNB
COc1cc(C(=O)N/N=C\c2ccccc2)c([N+](=O)[O-])c(OC)c1OC	1.0	0.2
O=C(c1ccc2c(=O)n(-c3ccccc3)c(=O)[nH]c2c1)N1CCN(c2ccc(F)cc2)CC1	13.3	3.5

Results, from the start:
SMILES	C2C12 statin	PglD DTNB
COc1cc(C(=O)N/N=C\c2ccccc2)c([N+](=O)[O-])c(OC)c1OC	1.0	0.2
O=C(c1ccc2c(=O)n(-c3ccccc3)c(=O)[nH]c2c1)N1CCN(c2ccc(F)cc2)CC1	13.3	3.5
COC(=O)c1ccc(COc2ccc(-c3nn[nH]n3)cc2)cc1	1.0	-1.8
Cc1onc(-c2c(F)cccc2Cl)c1C(=O)Nc1cccc(Cn2cccn2)c1	-5.1	3.1
COc1ccc(NC(=O)CCNC(=O)Cn2cnc3ccccc3c2=O)c(OC)c1	22.9	-1.9
CCCCOc1ccccc1C1C(C(=O)OC)=C(C)N(C)C(C)=C1C(=O)OC	3.1	4.2
Cc1cc(NC(=O)COC(=O)C2COc3ccccc3O2)no1 (stereo unspecified)	-7.5	-1.1
Cc1csc(NC(=O)C2CCCN2C(=O)Oc2ccccc2)n1 (stereo unspecified)	5.9	0.2
CCOC(=O)/C(C#N)=c1/s/c(=C2\C=Cc3ccccc3N2CC)c(=O)n1CC	-38.9	1.0
CCCOc1ccc(N2C(=O)CC(N(C(=O)c3ccco3)c3ccc(OCCC)cc3)C2=O)cc1 (stereo unspecified)	13.9	-5.0
COc1ccccc1NC(=O)c1ccc(Br)o1	7.0	0.4
O=C(CCC1N=C2c3ccccc3N=C(SCc3ccc(Cl)cc3)N2C1=O)NCc1ccco1 (stereo unspecified)	10.4	3.6
CC(C)CNC(=S)NNC(=O)c1ccco1	-4.6	7.2
CCOC(=O)[C@@H]1[C@H]2COc3ccccc3[C@H]2N2C(=O)N(c3ccc(Cl)cc3)C(=O)[C@@]12C	5.4	-0.3
COc1ccccc1N1C(=O)c2ccccc2NC1C(OC)OC (stereo unspecified)	-21.6	5.1
CC(=O)Nc1ccc(OCC(O)CN2CCN(c3ccccc3Cl)CC2)cc1 (stereo unspecified)	7.9	-2.8
CCCNC(=O)C(=O)c1cccn1-c1ccsc1C(=O)OC	118.7*	6.7
COc1ccc(NC(=O)c2cc(-c3cc(C)cc(C)c3O)n[nH]2)cc1Cl	-74.0	-6.6
CCCC(=O)Nc1cc(=O)[nH]c2ncnn12	2.4	-5.0
CC1(C)Oc2ccc(C(=O)N3CCCC3)cc2N(CC(=O)NCc2ccccc2)C1=O	5.7	4.9
C=CCN(CC=C)C(=S)Nc1ccccc1	-11.8	-5.5
COc1ccc(CNC(=O)CSc2nnc(-c3ccc(NC(C)=O)cc3)n2C)cc1	25.4	-4.5
O=C(NCC(=O)N(c1ccc2c(c1)OCCO2)C(C(=O)NC1CCCC1)c1ccco1)c1ccco1 (stereo unspecified)	12.5	6.8
CC1=C(C(=O)NCc2ccccc2)C(c2ccccc2OCC(N)=O)NC(=O)N1 (stereo unspecified)	-5.9	2.0
COc1ccc(/C=N/NC(=O)c2ccccc2O)cc1Cn1cc(Cl)cn1	-5.0	-2.2
On1cnnc1-c1ccccc1	19.1	-1.8
CN1C(=O)CC(N2CCN(c3ncccn3)CC2)C1=O (stereo unspecified)	4.4	2.3
CCNc1nc(NCC)n2c(SCc3nc4ccccc4c(=O)[nH]3)nnc2n1	-2.5	-2.3
O=c1cc(-c2ccccc2)nc(N2CCN(Cc3ccccc3)CC2)[nH]1	13.3	-4.4
COc1ccc2oc(=O)c(C(=O)NCc3ccc4c(c3)OCO4)cc2c1	-3.9	-1.9
CCc1nc(SCC(=O)NCC2CCCO2)c2oc3ccccc3c2n1 (stereo unspecified)	9.0	6.6
Cc1noc(NS(=O)(=O)c2ccc(NC(=O)COc3ccc(Cl)cc3Cl)cc2)c1C	6.6	1.1
CCc1nnc(NC(=O)CCC(=O)NCC2CCCO2)s1 (stereo unspecified)	u	-2.5
CSc1nncc(/C(C)=N\Nc2ccccc2)n1	-53.1	-10.7
COc1ccc(OC)c(-n2c(C)nc3cc(C(=O)O)ccc32)c1	-2.0	5.5
CCS(=O)(=O)n1nc(-c2ccc(Cl)cc2)nc1SC	-4.8	-0.4
Cc1noc(NS(=O)(=O)c2ccc(NC(=O)CCC3CCCC3)cc2)c1C	-1.5	-2.1
N=c1c(C(=O)NCc2ccc(F)cc2)cc2c(=O)n3ccccc3nc2n1Cc1ccco1	-25.7	5.2
COc1cccc(CNC(=O)C2(C)Oc3ccccc3NC2=O)c1 (stereo unspecified)	4.7	-0.4
O=C(O)CSC1c2ccccc2C(=O)N1Cc1ccccc1 (stereo unspecified)	0.2	0.6
NC(=S)N=Nc1c(O)n(C2OC(=O)c3ccccc32)c2ccccc12 (stereo unspecified)	26.5	1.9
Cc1cc(C)nc(SCC(=O)c2ccc([N+](=O)[O-])cc2)n1	18.4	-1.0
Cc1ccc2cccc(NC(=O)c3ccc(Br)o3)c2n1	-12.6	-2.1
CCCC(=O)N(CCN(Cc1ccccc1)C(=O)CCC)Cc1ccccc1	60.7	3.2
Cc1ccc(NC(=O)c2ccnc(C(C)(C)C)c2)cc1	-3.8	3.8
CO/N=C/NC(=O)c1c(OC)ccnc1Oc1ccc(Cl)cc1	9.4	1.1
O=C(CNC(=O)c1cc2ccccc2o1)NCc1cccs1	0.6	-1.1
CCSc1nc(N2CCOCC2)c2c(c1C#N)CC(C)(C)N(C)C2	-13.5	10.5
Cc1cccc(OCC(=O)O/N=C(\N)c2ccccn2)c1C	36.2	0.2
COCCn1c(SCc2nnc(-c3ccccc3)o2)nc2sc3c(c2c1=O)CCC3	28.4	8.8
Cc1[nH]n(-c2ccccc2)c(=O)c1CCOC(=O)c1cccc(C(F)(F)F)c1	1.2	-2.0
CCOC(=O)N1CCN(C(=O)c2cc(S(=O)(=O)N3CCCC3)cn2C)CC1	-1.9	2.7
CCn1c(SCC(=O)Nc2nc3ccc(C)cc3s2)nc2c(c1=O)SC(C)C2 (stereo unspecified)	-4.1	-0.9
CCc1ccc(OCc2nc(-c3ccccn3)no2)c(Br)c1	3.6	-2.5
CCCNC(=O)NC(=O)CN1C(=O)NC(C)(c2ccc(C)cc2)C1=O (stereo unspecified)	-1.2	0.6
COc1cc(C(=O)Nc2ccc(S(=O)(=O)N3CCc4ccccc43)cc2)cc(OC)c1OC	14.9	-4.4
CC(=O)c1c(C(C)=O)c(C)n(-c2ccc(C(=O)O)cc2)c1C	-10.9	6.4
Cc1ccc(-c2nn3c(C)nnc3c3ccccc23)cc1S(=O)(=O)N1CCN(CCO)CC1	-0.8	7.3
O=C(Nc1ccc2c(c1)oc1ccc(S(=O)(=O)N3CCCC3)cc12)C1CC1	10.2	-0.5
CCC(c1nnc(SCC(=O)NCCc2ccc(Cl)cc2Cl)o1)N(C)C (stereo unspecified)	11.8	-3.2
Later entries:
SMILES	C2C12 statin	PglD DTNB
CCCNS(=O)(=O)c1ccc(OCC(=O)NCCCOC)cc1	0.7	3.1
Cc1cc(=O)[nH]c(SCC(=O)Nc2cccc(C(F)(F)F)c2)n1	18.6	3.5
CCOC(=O)CON1C(=O)C(C)(C)N(OCC(=O)OCC)C(=O)C1(C)C	-3.0	-9.6
Cc1noc(C)c1COC(=O)Cc1ccc(Cl)cc1	-5.2	2.3
CC(=O)N1CCN(C(=O)CSc2nc3c(cnn3-c3ccccc3)c(=O)[nH]2)CC1	4.8	-1.1
O=C(CCc1ccc(S(=O)(=O)NCc2ccccc2)cc1)N1CCN(Cc2ccc3c(c2)OCO3)CC1	-21.0	-1.0
CCOc1nc(C)nc(NC(=O)NS(=O)(=O)c2ccccc2Cl)n1	1.5	-3.2
Cc1cccc(NC(=O)Cc2ccc(F)cc2)c1	1.0	2.1
Cc1ccc(NC(=O)N/C=C/c2ccccc2)cc1	29.2	1.2
Cc1ccc(CCNC(=O)C2CCC(=O)N2C2CCCC2)cc1 (stereo unspecified)	55.6	-5.0
CCOC(=O)c1cnc2ccc(C)cc2c1Sc1ccccc1C(=O)OC	-6.4	-3.8
CCO/C=C1/C(=O)N(C(C)=O)c2ccccc21	0.1	3.7
O=C1C(=O)N(c2ccccc2)c2ccccc21	-1.8	-2.8
COc1ccc(NC(=S)N(CCc2nc3cc(C)c(C)cc3[nH]2)Cc2cccnc2)cc1	3.7	1.3
COC(=O)C(C(=O)Nc1cccc(C)n1)C1CCCCCC1 (stereo unspecified)	u	-2.3
FC(F)(F)c1ccc(N2CCN(c3cc(-c4ccccc4)nc4ncnn34)CC2)nc1	-42.4	2.8
O=C(NCC1COc2ccccc2O1)c1ccc(NC(=O)C2CCCO2)cc1 (stereo unspecified)	-1.6	-1.8
COc1ccccc1NS(=O)(=O)c1ccc2oc(SC3CCOC3=O)nc2c1 (stereo unspecified)	3.5	-0.7
COc1ccc2c(CC(=O)N(C)CC3COc4ccccc4O3)coc2c1 (stereo unspecified)	0.9	-4.1
CCCCNC(=O)CSc1nc2ccccc2c(=O)n1CCNC(C)=O	10.5	-4.4
CCOc1cc(/C=N/NC(=O)CN2CCOCC2)ccc1OCc1ccc(Cl)cc1	-0.3	2.5
CSc1nc(C)c2c(c1C#N)CCCC2	5.1	-2.3
Cc1ccc(-n2nc3c(N4CCC(C(=O)NCCc5ccccc5C)CC4)nnc(C)c3c2C)cc1	-22.5	-2.6
Cn1c2c(c(=O)n(C)c1=O)C(NS(=O)(=O)c1ccccc1)(C(F)(F)F)C(=O)N2 (stereo unspecified)	-7.8	-0.3
CCOC(=O)CNC(=O)CSc1nnc(-c2ccccc2OC)n1CC	15.0	1.0
O=C(CSCc1ccccc1)N1CCN(c2cccc(C(F)(F)F)c2)CC1	13.8	1.5
O=C1NC2(CCOc3ccccc32)C(=O)N1CC(=O)N(Cc1ccccc1)C1CCS(=O)(=O)C1 (stereo unspecified)	-15.6	-0.1
Cc1ccc(-c2nnc(CSc3nnc(COc4cccc5ccccc45)n3-c3ccccc3)o2)cc1	136.1*	-5.0
COc1cc(C(=O)N2CCN(S(=O)(=O)c3ccc(F)cc3)CC2)cc(OC)c1OC	-0.6	7.2
COc1ccc2cc3cc(C(=O)N4CCN(c5ccccc5)CC4)oc3nc2c1	2.4	-1.2

A second format for some results above.
The line under a structure holds: C2C12 statin | PglD DTNB
- CSc1nncc(/C(C)=N\Nc2ccccc2)n1
 : -53.1 | -10.7
- CO/N=C/NC(=O)c1c(OC)ccnc1Oc1ccc(Cl)cc1
 : 9.4 | 1.1
- CCC(c1nnc(SCC(=O)NCCc2ccc(Cl)cc2Cl)o1)N(C)C (stereo unspecified)
 : 11.8 | -3.2
- O=C(O)CSC1c2ccccc2C(=O)N1Cc1ccccc1 (stereo unspecified)
 : 0.2 | 0.6
- On1cnnc1-c1ccccc1
 : 19.1 | -1.8
- CCCC(=O)Nc1cc(=O)[nH]c2ncnn12
 : 2.4 | -5.0

Continuation.
SMILES	C2C12 statin	PglD DTNB
CC1(c2cc(C(F)(F)F)n3nc(C(=O)O)cc3n2)CC1	-1.9	-4.4
CCCC(=O)Nc1nc2nc(-c3ccccc3)cc(=O)n2[nH]1	0.2	-5.2
CCOC(=O)C1CCN(C(=O)Cn2cc(C(=O)C3CC3)c3ccccc32)CC1	1.4	0.1
O=C(O)c1cccc(NC(=O)c2ccc3c(c2)C(=O)N(CC2CCCO2)C3=O)c1 (stereo unspecified)	-3.2	1.4
NC(=O)C(CC(=O)O)NC(=O)[C@@H]1CCCNc2c(I)cc([N+](=O)[O-])cc2C(=O)N[C@@H](CO)C(=O)N[C@@H](Cc2ccc(O)cc2)C(=O)N1 (stereo partly specified)	159.4*	-3.4
COc1cc(C)ccc1OCCCON1C(=O)CCC1=O	19.4	1.2
O=c1[nH]c(CSc2nnc(-c3cccnc3)n2C2CCCCC2)nc2ccccc12	-25.9	1.7
CCCCCOC(=O)C1[C@H]2C(=O)N(c3ccccc3CC)C[C@]23C=C[C@H]1O3 (stereo partly specified)	-8.6	-3.9
CCC(C)NC(=O)Cn1cccc1C(=O)c1ccccc1 (stereo unspecified)	3.0	-1.0
CCCn1c(-c2cccs2)nc2nc3ccccc3nc21	-0.7	3.3
COc1nc(N)c(S(=O)(=O)c2ccc(C)cc2)cc1C#N	11.7	6.2
Cc1cc(C)nc(SCc2n[nH]c(=S)n2C)n1	91.9*	-2.4
CC1CCc2c(sc(NC(=O)c3ccc(Cn4cc([N+](=O)[O-])cn4)o3)c2C#N)C1 (stereo unspecified)	19.2	-1.1
O=C(Nc1ccc([N+](=O)[O-])cn1)C1CC1	3.8	3.8
COc1cccc(C(=O)Nc2ccc(N3CCN(S(C)(=O)=O)CC3)cc2)c1	17.3	11.2
Cc1oc2ccc(OC(=O)N3CCOCC3)cc2c1C(=O)OC(C)C	-2.2	-7.0
COc1ccc(NC(=S)NC(NC(=O)/C=C/c2ccccc2)C(Cl)(Cl)Cl)cc1 (stereo unspecified)	49.2	1.6
O=C(CCCN1C(=O)c2ccccc2C1=O)Nc1nncs1	3.2	1.2
CCOc1ccc(C2C(C(=O)c3ccco3)=C(O)C(=O)N2Cc2cccnc2)cc1OC (stereo unspecified)	-20.0	-6.7
Cc1ccc(CS/C(Nc2ccccc2C)=C(\C#N)C(=O)NCc2ccco2)c(C)c1	9.9	5.5
Cc1c(NC(=O)CSC2=C(C#N)C(c3ccccc3F)CC(=O)N2)c(=O)n(-c2ccccc2)n1C (stereo unspecified)	-3.6	2.4
Cc1ccc(NC2=Nc3ccccc3N3C2=Nc2c(c(C)nn2-c2ccccc2)C3c2ccc(O)c(O)c2)cc1 (stereo unspecified)	17.1	-3.8
Cc1cccc(C(=O)Nc2ccccc2-c2nnn(CC(=O)Nc3ccc4c(c3)OCCO4)n2)c1	-25.6	-0.4
O=C(O)COc1ccccc1O	6.3	-3.1
COC(=O)c1cnc2ccccc2n1	9.3	-2.4
CCn1cc(C(=O)Nc2ccc(OC)c(OC)c2)c2cc(OC)c(OC)cc2c1=O	-8.3	3.4

The list is partial; the hit share may differ from the screen's.
